SF-1 act – activators of human nuclear receptor SF-1. AID 522. 1.9% of 65,000 active. Q13285. CHO-K1 Gal4-SF-1 LBD luciferase reporter; % increase over DMSO SF-1-specific signal. activation, % at 10 µM;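 active = activation above the mean activation of all tested compounds plus 3 SD, cut at about 50% in these data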
Target sequence (Q13285 whole entry, looked up, the tested form may be a part): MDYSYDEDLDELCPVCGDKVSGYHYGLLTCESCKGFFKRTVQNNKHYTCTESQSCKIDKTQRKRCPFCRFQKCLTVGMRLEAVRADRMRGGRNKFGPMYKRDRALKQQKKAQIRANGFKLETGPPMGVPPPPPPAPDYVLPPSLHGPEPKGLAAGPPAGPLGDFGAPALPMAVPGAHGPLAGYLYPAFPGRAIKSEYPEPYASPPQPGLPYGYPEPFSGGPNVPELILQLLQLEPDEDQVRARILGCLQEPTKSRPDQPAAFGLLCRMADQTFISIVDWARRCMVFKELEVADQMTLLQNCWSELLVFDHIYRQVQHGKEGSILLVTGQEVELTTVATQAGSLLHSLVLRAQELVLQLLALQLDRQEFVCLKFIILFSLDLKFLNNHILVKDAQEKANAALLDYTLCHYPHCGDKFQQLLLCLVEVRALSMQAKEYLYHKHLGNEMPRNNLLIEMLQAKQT
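Assay system: CHO-K1 cells co-transfected with Gal4 DBD–human SF-1 LBD, 5xGal4 luciferase reporter; doses: 10 µM only; incubation: 20 h compound exposure at 37 °C after 1 h cell settling; signal: luciferase light emission; evaluation: percent activation versus DMSO; repeats: one test per compound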
Jurkat tox 60K – cytotoxic compounds reducing Jurkat cell viability; inhibition, % at 4 µM; Jurkat E6.1 viability, ATP luminescence, 48 h; 1.2% of 56,000 active;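 active = inhibition above the mean inhibition of all tested compounds plus 3 SD, cut at about 28% in these data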
M1 ag – agonists of M1 muscarinic receptor. CHO-M1 cells, Fluo-4 calcium fluorescence, agonist mode; hits give high values. B-score at 10 µM. 3% of 64,000 active. AID 626;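 active = fluorescence rise, raw or as B-score row- and column-corrected plate score, outside the 99.7% band of its plate's samples, either direction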
HEK293 NFkB inh – inhibitors of the PMA/ionomycin-induced NF-kB reporter in HEK293 cells; HEK-293 NF-kB luciferase reporter, luminescence; inhibition, % at 3 µM; 0.21% of 62,000 active; AID 465;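 active = inhibition above the mean of all tested compounds plus 3 SD, cut at about 40% in these data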;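 also: 0% = stimulated DMSO wells and 100% = 10 µM reference inhibitor 5653914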
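Reagent: PMA plus ionomycin mix as NF-kB-activating stimulus. Assay system: NF-kB luciferase reporter HEK-293 cells. Technique: luminescence from luciferase substrate reagent. Incubation: 1 h compound pre-incubation, 16 h PMA/ionomycin at 37 °C. Benchmarks: DMSO only as uninhibited control, 10 µM reference inhibitor as full inhibition. Repeats: tested once.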
M1 antagonist – antagonists of rat M1 muscarinic receptor | P08482 | CHO-M1 cells, Fluo-4 calcium, ACh EC80 antagonist mode; hits give low values | B-score at 10 µM | 3.4% of 64,000 active;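 active = calcium fluorescence response, raw or row-and-column corrected B-score, differing from the plate sample mean either way at a set confidence level, mostly lower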
Ecoli tolC – E. coli tolC mutant growth inhibition | 2.2% of 65,000 active | E. coli BW25113 tolC mutant growth, OD615 | growth inhibition, % at 10 µM (by protocol) | AID 573;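 active = growth inhibition at or above a cutoff equal to the mean over every tested compound plus 3 SD, cut at about 60% in these data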;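 also: growth measured after 20 h incubation at 37 °C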
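Material: E. coli BW25113 ΔtolC::kan, tolC deletion mutant strain. Measure: percent growth inhibition. Schedule: 37 °C, 20 h exposure. Doses: single-point testing at 10 µM. Signal: A615 absorbance measurement. Buffer or medium: kanamycin-containing LB broth (50 µg/mL).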
NADH coupling – blocks coupling enzymes of NAD/NADH assays. coupled PK/LDH NADH assays, four targets. IC50, µM (top dose mostly 10 µM), without a hit: top-dose inhibition. 0.02% of 65,000 active. AID 774;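 active = single-dose screening hits from any of four coupled enzyme assays that gave an IC50 when retested across doses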;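 also: the DPM-DC format reads NADH fluorescence rather than 340 nm absorbance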
D1 mod – allosteric modulators of human D1 dopamine receptor; P21728; HEK293 D1, CRE-luciferase, dopamine EC30 potentiation; actives deviate in either direction; B-score at 10 µM; 5.9% of 58,000 active; AID 641;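 active = luminescence count or its row- and column-corrected plate score outside the 99.7% band of the plate's sample wells, on either side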
Target sequence (P21728 whole entry, looked up): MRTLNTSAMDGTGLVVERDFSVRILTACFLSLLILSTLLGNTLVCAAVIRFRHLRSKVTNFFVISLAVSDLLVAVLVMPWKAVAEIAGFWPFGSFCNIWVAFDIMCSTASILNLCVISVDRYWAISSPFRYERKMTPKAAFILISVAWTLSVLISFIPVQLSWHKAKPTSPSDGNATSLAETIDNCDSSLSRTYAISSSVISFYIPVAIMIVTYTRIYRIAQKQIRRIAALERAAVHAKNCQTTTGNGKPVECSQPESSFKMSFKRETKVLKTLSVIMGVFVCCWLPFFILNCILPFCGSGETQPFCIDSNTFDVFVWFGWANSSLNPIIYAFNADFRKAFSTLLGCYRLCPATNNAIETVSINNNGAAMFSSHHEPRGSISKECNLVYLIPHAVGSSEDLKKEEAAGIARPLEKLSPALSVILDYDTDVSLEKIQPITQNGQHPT
TNAP act mid DEA – activators of human TNAP at intermediate phosphate acceptor. P05186. activation factor at 20 µM. AID 813. purified TNAP, CDP-star luminescence, 100 mM DEA, 30 min; hits give high values; scale: 0 levamisole-inhibited, 1 vehicle-only enzyme. 64,000 tested, under 10 active;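 active = activation factor of at least 2 at 20 µM, relative to controls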
* marks the source's active call; other numbers are inactive results; · = no result given; [ ] = remark or other dose. Compounds were not picked by outcome; overall some 15% were active at least once.

entry	mol	SF-1 act	Jurkat tox 60K	M1 ag	HEK293 NFkB inh	M1 antagonist	Ecoli tolC	NADH coupling	D1 mod	TNAP act mid DEA
1	Fc1ccccc1CSc1ncnc2c1oc1ccccc12	5	-8	0.29	-6	-0.38	0	8%	0.52	0.9
2	COc1ccc(NC(=O)CNS(=O)(=O)c2ccc3nc(C)sc3c2)c(OC)c1	11	-5	-0.17	-4	0.98	1	3%	0.2	1
3	CCCS(=O)(=O)c1c(S(=O)(=O)CCC)c2ccccn2c1C(=O)OC	·	·	·	·	·	-4	1%	1.7	1
4	COc1ccccc1CNS(=O)(=O)c1cccc(S(=O)(=O)N2CCOCC2)c1	0	4	1.3	6	-4.7*	-21	2%	0.16	1
5	CCCCOc1ccccc1C(=O)NCC(=O)O	14	11	-0.42	-2	-1.2	-11	5%	-0.33	1
6	COC(=O)CSc1nc2nc(C)cc(C)n2n1	-6	-7	0.23	8	0.017	-11	5%	-0.4	0.9
7	Cc1ccc(-c2nc(C3CCCN(S(=O)(=O)c4ccc(C)cc4)C3)no2)cc1 (configuration not stated)	-12	1	2.3	4	-0.24	7	5%	0.24	0.9
8	CCC(=O)Nc1c2c(nn1-c1ccccc1C)CSC2	12	1	-0.028	0	0.044	-24	3%	-0.55	0.9
9	CCOC(=O)C1CCCN(c2c(Nc3cccc(C)c3)c(=O)c2=O)C1 (configuration not stated)	18	0	-0.27	12	0.15	-5	4%	-0.078	0.9
10	Cc1cc(N=CC2=C(O)CCCC2=O)no1	-9	-3	-0.062	4	0.052	-12	2%	-0.24	0.9
11	O=C(c1cc(-c2ccco2)nn1-c1cccc(Cl)c1)N1CCCCC1	5	-2	0.42	11	-0.56	12	4%	4.5	0.9
12	Cc1oc(-c2cccs2)nc1CS(=O)CC(=O)NCCc1ccccc1 (configuration not stated)	0	1	0.58	12	0.028	6	3%	1.9	1
13	CC1=C(C(N)=O)C(c2ccc3c(c2)OCO3)n2nc(-c3cccc(C)c3)nc2N1 (configuration not stated)	-6	-1	-0.48	4	-0.61	-2	6%	0.006	1
14	CC1(C)Cc2nc3sc4c(=O)[nH]cnc4c3cc2CS1	63*	1	-1.2	-7	0.17	8	18%	-0.079	0.9
15	O=C(NC1CCCC1)C1CC1c1ccccc1 (configuration not stated)	0	-3	0.033	8	0.26	-7	4%	0.55	0.8

3 structures already listed, ordered by molar mass, low to high:
entry	mol	SF-1 act	Jurkat tox 60K	M1 ag	HEK293 NFkB inh	M1 antagonist	Ecoli tolC	NADH coupling	D1 mod	TNAP act mid DEA
8	CCC(=O)Nc1c2c(nn1-c1ccccc1C)CSC2	12	1	-0.028	0	0.044	-24	3%	-0.55	0.9
9	CCOC(=O)C1CCCN(c2c(Nc3cccc(C)c3)c(=O)c2=O)C1 (configuration not stated)	18	0	-0.27	12	0.15	-5	4%	-0.078	0.9
7	Cc1ccc(-c2nc(C3CCCN(S(=O)(=O)c4ccc(C)cc4)C3)no2)cc1 (configuration not stated)	-12	1	2.3	4	-0.24	7	5%	0.24	0.9

Carrying on.
entry	mol	SF-1 act	Jurkat tox 60K	M1 ag	HEK293 NFkB inh	M1 antagonist	Ecoli tolC	NADH coupling	D1 mod	TNAP act mid DEA
16	COc1cc(S(=O)(=O)N2CCCCCC2)c(OC)cc1Br	-14	·	-0.96	16	-0.27	21	7%	0.92	0.9
17	OCCSc1c(F)c(SCCO)c(SCCO)c(F)c1SCCO	-13	-3	-0.31	6	0	3	6%	0.31	1
18	COc1ccc(CCNC(=O)C2CCCCC2C(=O)O)cc1OC (configuration not stated)	-7	-2	·	9	·	-27	11%	·	0.9
19	COc1cccc(C(=O)Nc2c(C)n[nH]c2C)c1	-9	0	0.44	4	-0.54	-11	7%	0.028	1
20	Cc1c(S(=O)(=O)N2CCN(C(=O)c3ccco3)CC2)c(=O)n(C)c(=O)n1C	0	-1	-0.14	5	0.42	-9	4%	0.4	1
21	Clc1ccccc1-c1nnc2sc(-c3ccc4c(c3)OCO4)nn12	43	2	-0.23	2	-0.24	-7	17%	2.5	0.9
22	CCC(=O)Nc1cc2nn(-c3ccccc3)nc2cc1Cl	-18	12	-0.91	14	-1.3	-9	6%	-5.4*	0.8
23	O=S1(=O)CCN2C=C(Br)C=C(Br)C2=N1	-4	·	-0.017	13	0	-11	3%	·	0.9
24	CCOC(=O)N1CCN(C(=O)c2ccc3c(=O)n(CCc4ccccc4)c(=O)[nH]c3c2)CC1	-2	·	-0.98	14	-5.1*	12	3%	-0.18	1
25	N#Cc1nc(COc2ccc(F)cc2)oc1N1CCC(Cc2ccccc2)CC1	-8	2	9.3*	3	-0.46	30	1%	-0.46	·
26	COC(=O)c1cc2c(s1)-c1ccccc1OC2	10	5	0.043	-1	0.2	23	9%[fluoresces]	2	0.9
27	CC1(C)CC2CC(C)(CN2c2ncnc3ccccc23)C1 (configuration not stated)	-8	26	-0.38	9	-2.2*	36	5%	0.74	0.9
28	CC(C(=O)N1CCCCC1)n1ncn2cccc2c1=O (configuration not stated)	-3	-10	-0.032	12	-0.087	-24	3%	-1.3	0.9
29	CCC(=O)N1CCc2cc(S(=O)(=O)CCC(=O)NCCc3ccc(OC)c(OC)c3)ccc21	4	-5	1.2	-5	1.4	-14	5%	0.49	0.9
30	COc1ccc(Cl)cc1C(=O)N(Cc1nc(-c2cccc(C)c2)no1)C(C)C	-6	-1	0.85	6	0.94	56	4%	-0.52	0.9
31	CC1CCN(C(=O)CN2C(=O)c3ccccc3S2(=O)=O)CC1	-11	2	0.36	-22	0.044	-4	2%	0.043	0.9
32	O=C(Nc1ccc(Br)cc1F)C1CCCN(S(=O)(=O)c2cnc[nH]2)C1 (configuration not stated)	-13	3	0.15	22	0.66	-3	7%	-0.15	0.8
33	CSCCC(NS(=O)(=O)c1ccc2c(c1)OCCO2)C(=O)NCCc1ccccn1 (configuration not stated)	9	4	-0.51	2	-0.083	-5	6%	-0.057	0.9
34	Cc1cc(C)c(C#N)c(Oc2ccc(O)cc2)n1	-6	-3	-2.4	6	-0.12	4	1%	3.1	0.9
35	CCCC1CCC(C(=O)Nn2cnc3ccccc3c2=O)CC1 (configuration not stated)	-1	9	-1.9	10	0.72	21	4%	0.11	0.9
36	CCN(CC)C(=O)CSc1nc(C)cc(-c2cccs2)c1C#N	·	·	0.12	·	0.01	5	10%	2.9	0.9
37	CN(C)S(=O)(=O)c1ccc(C(=O)Nc2nc(-c3cccs3)cs2)cc1	40	36*	-0.2	1	0.05	14	0%	-2.6	0.9
38	O=C(NCc1cccs1)c1cc2ccccc2o1	45	0	0.085	4	-0.9	7	6%	-0.56	0.9
39	COc1ccc(NC(=O)CCS(=O)(=O)c2ccc(OC)cc2)cc1	-3	·	0.94	5	-0.15	-8	4%	-0.34	0.9
40	CSc1ccc(Cl)c(C(=O)NCc2ccco2)c1	-30	2	-0.35	14	0.77	3	9%	-1.1	1
41	COc1cc(-c2nnc3sc(Cc4ccccc4)nn23)cc(OC)c1OC	4	1	-0.1	6	-0.02	11	3%	0.46	0.9
42	COCCNC(=O)c1cc(-c2ccc3c(c2)OCO3)on1	34	1	0.0074	-26	0.093	-6	7%	-2.1	0.9
43	Fc1ccc2nc(-c3ccccc3)nc(SCc3nnc(-c4ccccc4)o3)c2c1	2	3	0.29	12	-0.47	·	11%	1.1	0.9
44	CNC(=O)c1ccc(-c2sc3nc(N4CCOCC4)c4c(c3c2N)CCCC4)o1	12	-2	5.8*	11	-1.1	29	11%[fluoresces]	-1.1	0.9
45	O=C(NCc1ccc2c(c1)OCO2)c1nnc(Cc2ccc(Cl)cc2)o1	4	4	-0.88	12	-0.074	3	2%	-0.26	0.9

Excerpt: nos. 32–45
entry	mol	SF-1 act	Jurkat tox 60K	M1 ag	HEK293 NFkB inh	M1 antagonist	Ecoli tolC	NADH coupling	D1 mod	TNAP act mid DEA
32	O=C(Nc1ccc(Br)cc1F)C1CCCN(S(=O)(=O)c2cnc[nH]2)C1 (configuration not stated)	-13	3	0.15	22	0.66	-3	7%	-0.15	0.8
33	CSCCC(NS(=O)(=O)c1ccc2c(c1)OCCO2)C(=O)NCCc1ccccn1 (configuration not stated)	9	4	-0.51	2	-0.083	-5	6%	-0.057	0.9
34	Cc1cc(C)c(C#N)c(Oc2ccc(O)cc2)n1	-6	-3	-2.4	6	-0.12	4	1%	3.1	0.9
35	CCCC1CCC(C(=O)Nn2cnc3ccccc3c2=O)CC1 (configuration not stated)	-1	9	-1.9	10	0.72	21	4%	0.11	0.9
36	CCN(CC)C(=O)CSc1nc(C)cc(-c2cccs2)c1C#N	·	·	0.12	·	0.01	5	10%	2.9	0.9
37	CN(C)S(=O)(=O)c1ccc(C(=O)Nc2nc(-c3cccs3)cs2)cc1	40	36*	-0.2	1	0.05	14	0%	-2.6	0.9
38	O=C(NCc1cccs1)c1cc2ccccc2o1	45	0	0.085	4	-0.9	7	6%	-0.56	0.9
39	COc1ccc(NC(=O)CCS(=O)(=O)c2ccc(OC)cc2)cc1	-3	·	0.94	5	-0.15	-8	4%	-0.34	0.9
40	CSc1ccc(Cl)c(C(=O)NCc2ccco2)c1	-30	2	-0.35	14	0.77	3	9%	-1.1	1
41	COc1cc(-c2nnc3sc(Cc4ccccc4)nn23)cc(OC)c1OC	4	1	-0.1	6	-0.02	11	3%	0.46	0.9
42	COCCNC(=O)c1cc(-c2ccc3c(c2)OCO3)on1	34	1	0.0074	-26	0.093	-6	7%	-2.1	0.9
43	Fc1ccc2nc(-c3ccccc3)nc(SCc3nnc(-c4ccccc4)o3)c2c1	2	3	0.29	12	-0.47	·	11%	1.1	0.9
44	CNC(=O)c1ccc(-c2sc3nc(N4CCOCC4)c4c(c3c2N)CCCC4)o1	12	-2	5.8*	11	-1.1	29	11%[fluoresces]	-1.1	0.9
45	O=C(NCc1ccc2c(c1)OCO2)c1nnc(Cc2ccc(Cl)cc2)o1	4	4	-0.88	12	-0.074	3	2%	-0.26	0.9

Carrying on:
entry	mol	SF-1 act	Jurkat tox 60K	M1 ag	HEK293 NFkB inh	M1 antagonist	Ecoli tolC	NADH coupling	D1 mod	TNAP act mid DEA
46	COc1cc(C)nc(OCCNC(=O)COc2ccc(Cl)cc2C)n1	0	5	0.84	17	0.68	41	5%	0.14	0.9
47	c1nnc2c3c4c(sc3ncn12)CCC4	3	4	-1.4	9	0.15	-5	3%	0.28	0.9
48	COc1ccc(CCNS(=O)(=O)c2cccc(C(=O)O)c2)cc1OC	1	-3	-0.58	18	-0.015	-12	7%	0.56	0.9
49	Cc1ccc(NC(=O)CS(=O)(=O)c2cn(C)c3ccccc23)c(C)c1	0	-6	-0.22	7	-0.14	1	2%	-0.23	0.9
50	CCCn1c(N)c(C(=O)COC(=O)c2c(C)noc2C)c(=O)n(C)c1=O	5	7	-1.2	9	-0.26	1	5%	-0.21	0.8
51	Cc1ccc(-n2ncc3c(=O)n(CC#N)cnc32)cc1	18	3	-0.51	2	-0.12	-14	7%	0.24	0.8
52	COc1cccc(CN(Cc2cccnc2)S(=O)(=O)c2ccc(-n3cnnn3)c(C)c2)c1	-4	6	0.62	12	-0.73	10	5%	-0.88	1

Assay outcomes deposited in PubChem by several laboratories.
